a7 integrin act: qHTS for Activators of Integrin-Mediated Alleviation for Muscular Dystrophy; AID 624291, 2012; 0.064% of 350,000 active; alpha7betagal myoblasts, beta-gal FDG fluorescence, 48 h; Potency, µM (highest dose often 38.3 µM), for the others: top-dose activation, usual class: activators;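 note: potency is the fitted concentration of half-maximal effect; 100% = response of the positive control SU9516; nearly all actives have a fitted effect of over 60% in size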
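alpha7betagal+/- myoblasts (passage 13, 250/well) treated 48 h at 37C with compounds at 1:260 dilution of DMSO stock. Lysed, then beta-galactosidase activity read as FDG fluorescence (ex 480/em 540) after 30 min, with pre-read for autofluorescence.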
AT treatment: qHTS Assay for Identifying a Potential Treatment of Ataxia-Telangiectasia. AID 485349, 2010. […] A-T fibroblasts, KAP-1 phosphorylation AlphaLISA; neocarzinostatin DNA damage 30 min before lysis. Potency, µM (series often up to 57.5 µM), for inactives: at the highest dose activation, usual class: activators. 0.19% of 320,000 active; note: potency is the fitted concentration of half-maximal effect; % of control where 0% means no effect; nearly all actives have a fitted effect of over 45% in size
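hTERT-immortalized A-T patient fibroblasts ([…]), 500 cells/well in OPTI-MEM, 1% FBS, got compounds for 60 min, then NCS for 30 min at 37C. Lysates were then assayed for phospho-KAP-1 by AlphaLISA (anti-pKAP1 donor, anti-KAP1 acceptor beads), 6 hr at 25C.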
Mito fusion act: qHTS Assay for Small Molecule Inhibitors of Mitochondrial Division or Activators of Mitochondrial Fusion; 0.23% of 320,000 active; Potency, µM (highest dose often 46.1 µM), for the others: top-dose growth rescue (activation), actives largely listed as activators; AID 485298, 2010; S. cerevisiae fusion-defective mutant growth rescue, CellTiterGlo 48 h;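 note: potency is the fitted concentration of half-maximal effect; % of control where 0% means no effect; nearly all actives have a fitted effect of over 45% in size; temperature-sensitive fusion mutants such as fzo1-1 at 37 °C on non-fermentable ethanol glycerol medium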
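Luminescent cell viability in 1536-well qHTS format served as the measure of rescued growth in ts fusion-mutant S. cerevisiae cultured on non-fermentable YPEG for 48 hours at 37C.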
ASM inhibitor: Inhibitors of Secretory Acid Sphingomyelinase (S-ASM): qHTS; placental ASM, HMU-PC fluorogenic substrate, 60 min; Sphingomyelin phosphodiesterase (Homo sapiens), P17405; Potency, µM (top dose mostly 57.5 µM), for inactives: at the top dose activity change, negative = inhibition, actives largely listed as inhibitors; 0.006% of 340,000 active; note: potency is the fitted concentration of half-maximal effect
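qHTS format. ASM enzyme prepared from human placenta hydrolyses the fluorogenic substrate HMU-PC0 (9 uM final) over 60 min at 37 °C after a 10 min compound preincubation.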
ELG1 DNA repair: qHTS screen for small molecules that inhibit ELG1-dependent DNA repair in human embryonic kidney (HEK293T) cells expressing luciferase-tagged ELG1 | Potency, µM (top dose mostly 46.1 µM), for inactives: top-dose activity change, negative = inhibition, usual class: inhibitors | AID 504467, 2011 | 2.3% of 330,000 active | HEK293T ELG1-luciferase reporter, luminescence, 16 h; DNA damage induced by 5-fluorouridine; note: potency is the fitted concentration of half-maximal effect; % is set by controls: 0 for no effect and ±100 for the full control effect; nearly all actives have a fitted effect of over 55% in size
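In this reporter screen, reduction of luminescence relative to DMSO vehicle indicated activity. Compounds and 5-fluorouridine were added together to 2,000 cells per well, incubated for 16 hr at 37 °C, then developed with ONE-Glo.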
Eya2 phos inh: qHTS Assay for Inhibitors of the Phosphatase Activity of Eya2 | 0.006% of 330,000 active | recombinant Eya2, OMFP fluorescence dephosphorylation (OMFP is methylfluorescein phosphate) | Potency, µM (highest dose often 76.9 µM), for the others: at the top dose activity, negative = inhibition, most hits filed as inhibitors; note: potency is the fitted concentration of half-maximal effect; % is set by controls: 0 for no effect and ±100 for the full control effect
Target sequence (O00167 whole entry, looked up): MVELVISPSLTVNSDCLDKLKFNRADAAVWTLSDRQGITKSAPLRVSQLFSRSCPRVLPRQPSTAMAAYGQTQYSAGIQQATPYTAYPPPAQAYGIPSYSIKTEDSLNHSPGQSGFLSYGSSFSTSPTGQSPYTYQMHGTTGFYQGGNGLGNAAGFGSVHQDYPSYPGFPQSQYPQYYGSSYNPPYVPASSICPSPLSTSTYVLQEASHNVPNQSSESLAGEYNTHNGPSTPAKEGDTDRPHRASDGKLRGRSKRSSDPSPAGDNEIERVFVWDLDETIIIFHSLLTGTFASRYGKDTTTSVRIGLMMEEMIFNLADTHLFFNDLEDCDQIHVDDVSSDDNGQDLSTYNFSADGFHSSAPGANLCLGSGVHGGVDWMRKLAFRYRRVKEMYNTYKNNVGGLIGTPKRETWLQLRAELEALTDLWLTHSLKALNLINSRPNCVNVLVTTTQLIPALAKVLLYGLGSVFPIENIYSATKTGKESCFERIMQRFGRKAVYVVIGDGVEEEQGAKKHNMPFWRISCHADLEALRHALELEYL
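Eya2 (0.2 uM) preincubated 10 min at ambient with compound, then OMFP substrate added at 50 uM; 10 min reaction in 50 mM HEPES pH 7.5, 50 mM NaCl, 5 uM MgCl2, 0.05% BSA, 1 mM DTT. Fluorescence read at Ex 485/Em 525 nm.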
Tb PFK inh: qHTS Assay to Find Inhibitors of T. brucei phosphofructokinase; Potency, µM (top dose mostly 57.5 µM), for the others: at the highest dose activity, negative = inhibition, most hits filed as inhibitors; ATP-dependent 6-phosphofructokinase (Trypanosoma brucei brucei), O15648; 0.17% of 330,000 active; T. brucei PFK, ADP-Glo luminescence; AID 485367, 2010;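 note: potency is the fitted concentration of half-maximal effect; 0% = uninhibited 1x PFK enzyme wells and -100% = no-enzyme wells; nearly all actives have a fitted effect of over 60% in size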
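PFK 1.25 nM, F6P 0.5 mM, ATP 0.1 mM, 0.1 M TEA pH 8.0, 5 mM MgCl2, 0.01% Tween20, 0.1% BSA; 45 min RT. ADP-Glo readout. qHTS titration up to 57 uM; curves fitted, compounds curve-classed.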
TSHR antag: Antagonists of the Thyroid Stimulating Hormone Receptor: HTS campaign | TSHR-expressing cells, TSH-stimulated cAMP HTRF, 2 h; active compounds read low | activity change, negative = inhibition, % at 11.5 µM | 0.2% of 330,000 active | Thyrotropin receptor (Homo sapiens), P16473 | AID 504810, 2011;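 active = activity change below a set negative limit, meaning inhibition stronger than a set level, cut at about -70% in these data; inconclusive = activity change between two set negative limits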; note: % is set by controls: 0 for no effect and ±100 for the full control effect
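Cell-based HTRF cAMP assay; TSHR cells + compound, TSH EC80 (4nM final), 2 h, 37 deg C. Lysis with anti-cAMP cryptate and cAMP-d2, 30 min RT, read 665/620 nm.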
BCR signal inh: qHTS Assay to Find Inhibitors of Chronic Active B-Cell Receptor Signaling; ABC-DLBCL IkBa-CBG/CBR reporter, luminescence ratio, 4 h; Potency, µM (series often up to 46.1 µM), for the others: at the top dose ratio change, negative = lower green/red ratio, most hits filed as inhibitors; 0.05% of 340,000 active; active = well fitted inhibition curve with a large enough effect in the signal ratio, with a control signal flat, not every such curve was filed as active; inconclusive = small, poorly fitted or top-dose-only effect, or effect the other way, or a change in a side signal; the % refers to the signal ratio;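 note: potency is the fitted concentration of half-maximal effect; plate controls were basal doxycycline-induced cells for no effect and cells given 10 µM MG132 for full effect; MG132 reads +100%, hits lower the ratio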
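Concentration-response series (up to 46 uM) were applied to TMD8 dual-reporter cells for 4 h at 37C with doxycycline. Green/red ratio, after filter-overlap correction, defined %Activity; red signal alone was normalised to basal cells and zero luminescence.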
TSG101-PTAP inh: qHTS Assay for Iinhibitors of HIV-1 Budding by Blocking the Interaction of PTAP/TSG101; Tumor susceptibility gene 101 protein (Homo sapiens), Q99816; Fluorescence polarization, FITC-PTAP peptide / Tsg101 binding; Potency, µM (series often up to 115 µM), for the others: top-dose activity change, negative = inhibition, usual class: inhibitors; 340,000 tested, under 10 active; active = well fitted inhibition curve with a large enough effect in the main read-out, with a control signal flat, not every such curve was filed as active; inconclusive = small, poorly fitted or top-dose-only effect, or effect the other way, or a change in a side signal; inactive = no such curve, though single readings can be large or run the other way; note: potency is the fitted concentration of half-maximal effect; % of control where 0% means no effect
Target sequence (Q99816 whole entry, looked up): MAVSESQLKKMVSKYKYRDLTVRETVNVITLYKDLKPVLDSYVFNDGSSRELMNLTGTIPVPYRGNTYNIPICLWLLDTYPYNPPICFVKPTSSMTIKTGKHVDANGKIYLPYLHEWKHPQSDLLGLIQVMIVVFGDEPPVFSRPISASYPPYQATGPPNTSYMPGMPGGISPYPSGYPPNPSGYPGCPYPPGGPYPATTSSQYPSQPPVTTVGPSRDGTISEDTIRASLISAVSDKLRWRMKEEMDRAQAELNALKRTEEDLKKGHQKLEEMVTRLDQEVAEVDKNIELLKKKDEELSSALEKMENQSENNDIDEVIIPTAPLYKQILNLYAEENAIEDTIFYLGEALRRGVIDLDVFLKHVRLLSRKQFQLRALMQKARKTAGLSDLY
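Compounds were pin-transferred onto Tsg101 binding domain (10 uM final) in HEPES pH 7.5 buffer, then FITC-PTAP peptide was added at 50 nM final. After 20 min at RT, polarization reported peptide displacement across a qHTS concentration series.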
TCR act: Activators of T cell receptors: qHTS campaign | primary human leukocytes, anti-CD3, IL-2 HTRF, 48 h | Potency, µM (doses to about 9.22 µM), without a hit: at the highest dose activation of IL-2 secretion, actives largely listed as activators | 330,000 tested, under 10 active | AID 504894, 2011; note: % of control where 0% means no effect
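Compounds are tested in HTS on primary human leukocytes co-incubated with a-CD3 beads for 48 hr. IL-2 output is measured by time-resolved FRET.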
* = called active by the depositor; ? = inconclusive; nt = not tested or not shown; [ ] = dose if it differs, or a comment. Unless noted, calls come from the whole dose curve; as a rule, active = well fitted curve in the direction sought with a large enough effect; inconclusive = small, poorly fitted or top-dose-only effect, or another doubt; inactive = no such curve, though single readings can be large; an effect the other way counts as inactive or inconclusive.

SMILES	a7 integrin act	AT treatment	Mito fusion act	ASM inhibitor	ELG1 DNA repair	Eya2 phos inh	Tb PFK inh	TSHR antag	BCR signal inh	TSG101-PTAP inh	TCR act
COc1ccc(/C=N/NC(=O)C(C)n2nnc3ccccc32)cc1OC (configuration not stated)	37%	5%	-4%	-2%	0%	5%	-4%	-1	?	-2%	6%
COc1cccc(C(=O)NC2CCN(C(=O)N3CCCCC3)CC2)c1	11%	5%	-2%	4%	-1%	4%	1%	1	-2%	-3%	nt
COc1ccc(-c2nnc(SCC(=O)NC3CCCCC3)o2)cc1OC	-5%	2%	-2%	0%	1%	2%	4%	8	?	0%	-5%
C=CCN(c1ccccc1OC)S(=O)(=O)c1cccc(C(=O)NCc2ccco2)c1	34%	7%	nt	2%	22%	-8%	0%	-5	7%	1%	4%[46.1 µM]
CN(CC(=O)N1CC=C(c2ccccc2)CC1)S(=O)(=O)c1ccc2c(c1)c(=O)n(C)c(=O)n2C	5%	-4%	4%	-8%	-29%	0%	1%	2	-9%	-3%	-6%
CC(C)NC(=O)COC(=O)c1ccc(Cl)c(S(N)(=O)=O)c1	0%	-1%	4%	5%	3%	4%	0%	-2	-1%	-1%	6%
NS(=O)(=O)c1ccc(NC(=S)N2CCN(c3ccccc3Cl)CC2)cc1	-22%	-3%	-6%	-1%	-17%	-1%	-1%	6	0%	0%	-11%[46.1 µM]
COc1cc(CN2CCN(C(=O)c3ccc(-c4ccccc4)cc3)CC2)cc(OC)c1OC	-14%	3%	-1%	-4%	?	4%	-3%	-17	-2%	-3%	5%
CCn1cc(C(=O)N2CCN(Cc3ccc4c(c3)OCO4)CC2)c(=O)c2ccc(C)nc21	0%	4%	0%	5%	-20%	-3%	-2%	6	2%	-1%	9%
Cc1cccc(NC(=O)CSc2cccc[n+]2[O-])c1C	-24%	-2%	nt	8%	20%	-1%	-2%	9	6%	-1%	0%
Nc1ccc(C(=O)OCC(=O)N2CCOCC2)cc1[N+](=O)[O-]	2%	0%	-3%	-3%	?	7%	9%	-2	?	-11%	-1%[46.1 µM]
O=C1C(C=NCC2CCCO2)=C(O)c2ccccc21 (configuration not stated)	16%	18%	4%	3%	?	-9%	1%	18	?	-1%	3%
COc1ccc(S(=O)(=O)N2CCCC(N(C)CCc3ccccc3)C2)cc1OC (configuration not stated)	14%	4%	-1%	2%	0%	5%	1%	-7	?	-1%	-6%
O=C(Cn1ccc2ccccc21)Nc1ccc2c(c1)OCO2	-4%	0%	0%	-1%	22%	-24%	-12%	3	-6%	-2%	0%
Cn1c(=O)cc(SCC(=O)NCC2CCCO2)c2ccc(Cl)cc21 (configuration not stated)	-7%	1%	-2%	-1%	17%	4%	-4%	-8	1%	-6%	-6%[46.1 µM]

Ordered by number of heavy atoms (smallest number first): some entries from above.
SMILES	a7 integrin act	AT treatment	Mito fusion act	ASM inhibitor	ELG1 DNA repair	Eya2 phos inh	Tb PFK inh	TSHR antag	BCR signal inh	TSG101-PTAP inh	TCR act
Cc1cccc(NC(=O)CSc2cccc[n+]2[O-])c1C	-24%	-2%	nt	8%	20%	-1%	-2%	9	6%	-1%	0%
COc1cccc(C(=O)NC2CCN(C(=O)N3CCCCC3)CC2)c1	11%	5%	-2%	4%	-1%	4%	1%	1	-2%	-3%	nt
CN(CC(=O)N1CC=C(c2ccccc2)CC1)S(=O)(=O)c1ccc2c(c1)c(=O)n(C)c(=O)n2C	5%	-4%	4%	-8%	-29%	0%	1%	2	-9%	-3%	-6%

The results go on:
SMILES	a7 integrin act	AT treatment	Mito fusion act	ASM inhibitor	ELG1 DNA repair	Eya2 phos inh	Tb PFK inh	TSHR antag	BCR signal inh	TSG101-PTAP inh	TCR act
O=C(N=C1N=C2C=CC(Br)=CN2Cc2ccccc21)c1ccc([N+](=O)[O-])cc1[N+](=O)[O-]	-17%	7%	-1%	1%	?	7%	-2%	-1	8%	-1%	0%
Cc1ccc(S(=O)(=O)N2CCc3ccccc3C2CC(=O)O)cc1 (configuration not stated)	?	7%	3%	4%	0%	-4%	1%	3	4%	-3%	-5%
COc1ccccc1C(=O)NCCC(=O)N1CC=C(c2ccccc2)CC1	20%	-3%	5%	nt	?	0%	-4%	6	-8%	-2%	-11%
OC(CN1CCOCC1)Cn1c(-c2cccc(Cl)c2)nc2ccccc21 (configuration not stated)	19%	-10%	-1%	6%	-7%	1%	-12%	16	2%	-5%	0%
C=CCn1ccc(O)c(Cc2ccc(Cl)cc2)c1=O	27%	-9%	?	3%	-8%	14%	-1%	1	3%	0%	-9%
Cc1ccc(-c2cc(C(=O)N3CCCCC3)c3ccccc3n2)cc1C	-41%	14%	-33%[inhibitor]	-1%	?	1%	-3%	71	17%	-3%	2%
COC(=O)c1c(C)[nH]c(C(=O)COc2ccc3ccc(=O)oc3c2)c1C	-33%	5%	5%	132%[activator]	?	6%	1%	-17	-6%	-6%	-2%
CCOC(=O)c1ccc(N2C(=O)c3n[nH]c(C)c3C2c2ccco2)cc1 (configuration not stated)	-26%	8%	6%	-1%	?	-11%	-7%	-8	?	-7%	-3%
COCCn1c(SCC(=O)c2c(N)n(C)c(=O)n(C)c2=O)nc2ccccc21	13%	2%	7%	-2%	6%	-29%	-8%	-1	1%	0%	4%
Cn1nc(-c2ccccc2)c(C(=O)NCC(=O)O)c1Cl	25%	2%	-1%	-2%	-3%	-13%	-6%	10	-2%	-2%	-4%
Cc1ccc(C(=O)N2CCN(C(=O)N3CCOCC3)CC2)cc1	-13%	0%	-1%	4%	14%	-5%	5%	13	1%	-5%	2%
COc1cc(C)ccc1OCCCON1C(=O)CCC1=O	18%	4%	2%	7%	?	-1%	-2%	9	?	-2%	-1%
CC12CCC(C(=O)NCc3ccc4c(c3)OCO4)(C(=O)C1=O)C2(C)C (configuration not stated)	22%	0%	0%	0%	16%	17%	1%	-6	-12%	-5%	1%
COc1ccc(S(=O)(=O)N2CCOCC2)cc1NC(=O)COc1ccc2ccc(=O)oc2c1	-12%	14%	nt	50%[activator]	?	-8%	-5%	-10	?	-1%	-2%[46.1 µM]
Nc1nc(N)c2ncc(C(=O)CCc3ccccc3)nc2n1	-6%	-1%	?	68%[activator]	-16%	-21%	0%	-11	?	4%	-12%
Clc1ccc(Cl)c(OCCCCN2CCCCC2)c1	-47%	-2%	21%	-1%	-3%	8%	-3%	2	-5%	0%	0%
Cc1nn(Cc2ccc(F)cc2)c(C)c1NC(=O)C1c2ccccc2Oc2ccccc21	-18%	7%	0%	3%	?	1%	9%	11	13%	-1%	3%[46.1 µM]
COC(=O)c1cc(N2CCN(C)CC2)nc2ccccc12	-29%	5%	5%	29%	7%	11%	4%	-3	0%	?	-2%
CSCCC(=O)NC1CC(C)(C)Cc2c1cnn2-c1ccccc1C (configuration not stated)	-6%	2%	-8%	8%	23%	3%	1%	5	4%	0%	-4%
Cc1ccccc1-n1c(SCc2csc(Nc3ccccc3)n2)nnc1-c1cccnc1	14%	-1%	6%	0%	?	6%	-8%	-7	?	-1%	-7%[46.1 µM]
c1ccc(CC2CCN(C3=Nc4cccc5cccc3c45)CC2)cc1	-67%[inhibitor]	7%	-10%	-17%	6%	11%	-1%	8	?	-1%	-1%
Cc1nn2c(NCCCN(C)C)c3c(nc2c1-c1ccccc1)CCC3	-51%[inhibitor]	nt	-1%	-4%	6%	-14%	1%	-10	4%	0%	5%
COc1ccc(-n2c(=S)[nH]c3cc(C(=O)NCCCN4CCCC4=O)ccc3c2=O)cc1OC	25%	nt	1%	3%	1%	21%	1%	-5	0%	-4%	-1%

Compound activity as filed in PubChem.
